Pemphigus Ab inh: human desmoglein-3 autoantibody binding inhibition. DSG3-coupled beads, scFv-anti-DSG3-GFP binding, flow cytometry; stronger effect = lower value. binding (percent of control), % at 10 µM. hit rate 0.48% among 310,000. AID 588358;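 active = binding more than 3 SD below its plate's average and above zero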;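 also: hits lower antibody fragment binding to DSG3; some compounds called inactive have numbers as strong as hits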
Target sequence (P32926 whole entry, looked up, the tested form may be a part): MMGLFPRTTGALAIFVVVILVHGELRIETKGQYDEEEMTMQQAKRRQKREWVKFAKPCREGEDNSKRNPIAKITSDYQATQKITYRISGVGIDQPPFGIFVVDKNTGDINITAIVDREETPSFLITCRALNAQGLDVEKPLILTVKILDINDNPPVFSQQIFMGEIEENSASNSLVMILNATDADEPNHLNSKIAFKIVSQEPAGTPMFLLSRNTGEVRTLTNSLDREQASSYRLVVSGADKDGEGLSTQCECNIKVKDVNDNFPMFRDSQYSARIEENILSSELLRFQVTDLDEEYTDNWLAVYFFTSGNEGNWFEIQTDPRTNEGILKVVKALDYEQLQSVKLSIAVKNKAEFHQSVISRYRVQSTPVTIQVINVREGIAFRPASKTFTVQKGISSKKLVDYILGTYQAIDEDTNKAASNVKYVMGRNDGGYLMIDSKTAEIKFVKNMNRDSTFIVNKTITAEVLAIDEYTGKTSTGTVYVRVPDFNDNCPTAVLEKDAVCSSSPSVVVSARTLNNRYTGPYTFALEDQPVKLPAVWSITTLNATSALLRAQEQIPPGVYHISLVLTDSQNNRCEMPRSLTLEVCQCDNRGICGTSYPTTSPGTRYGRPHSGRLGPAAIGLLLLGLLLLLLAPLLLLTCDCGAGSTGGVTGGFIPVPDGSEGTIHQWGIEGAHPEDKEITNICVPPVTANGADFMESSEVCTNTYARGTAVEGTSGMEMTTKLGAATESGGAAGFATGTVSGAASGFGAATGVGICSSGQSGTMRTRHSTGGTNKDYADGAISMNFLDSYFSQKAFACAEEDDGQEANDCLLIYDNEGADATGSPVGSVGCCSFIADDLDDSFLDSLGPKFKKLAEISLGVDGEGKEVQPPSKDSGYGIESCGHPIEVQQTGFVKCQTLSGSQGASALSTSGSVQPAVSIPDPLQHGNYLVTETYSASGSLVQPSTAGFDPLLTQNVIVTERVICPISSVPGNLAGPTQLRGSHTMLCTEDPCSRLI
SUMO Mot1 rescue: SUMOylation pathway inhibition by Mot1-301 growth rescue. S. cerevisiae Mot1-301 growth rescue, ATP luminescence, 38.5C; percent above DMSO median, 100 means doubled. hit rate 1% among 320,000. growth rescue, % at 18.8 µM. AID 2716;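 active = every valid replicate shows activation above 250% relative to neutral control wells; inactive = the rest, any valid replicate at or below 250%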;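 also: OY570 slx delta 5 strain wells were the positive control but not used for scaling; some compounds called inactive have numbers as strong as hits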
OPRM1-OPRD1 inv: inverse agonist of human OPRM1-OPRD1 heterodimerization; inhibition, % at 9.3 µM; cell-based MOR-DOR heterodimer luminescence, inverse agonism; hit rate 0.21% among 340,000; P35372+P41143; in the data active = inhibition above about 22%, passing the limit was not always enough;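 also: 0% = cells with DMSO and 100% = wells without cells with DMSO; values of inactives mirror those of a sister screen read the other way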
MOR-DOR ag: agonists of human mu-delta opioid receptor heterodimerization; P35372+P41143; cells, OPRM1-OPRD1 heterodimerization, luminescence; activation, % at 9.3 µM; hit rate 0.3% among 340,000; AID 504326; in the data active = activation above about 18%;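 also: 0% = vehicle-treated cells and 100% = reference agonist; values of inactives mirror those of a sister screen read the other way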
PfHsp90 yeast 2: growth inhibition of yeast expressing Plasmodium Hsp90; hit rate 0.32% among 310,000; inhibition, % at 9.4 µM; S. cerevisiae expressing PfHsp90, BacTiter-Glo ATP, 48 h; yeast lacking PDR1 and PDR3 efflux regulators;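 active = every replicate shows inhibition above about 80%, whatever the replicate mean, limit read from the data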;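 also: 0% = DMSO neutral controls and 100% = 20 µM radicicol positive controls; yeast relying on Plasmodium falciparum Hsp90 in place of its own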
E coli growth: bacterial growth inhibition, counter-screen for AddAB inhibitors; E. coli V3065 growth, OD600 absorbance, 18 h; inhibition, % at 11.9 µM; hit rate 0.27% among 330,000; AID 449728;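 active = inhibition above the campaign's mean inhibition across all tested compounds plus 3 SD, cut at about 9.9% in these data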;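 also: uninfected addAB+ strain grown without phage in ampicillin broth; 0% = DMSO wells and 100% = ciprofloxacin 0.95 µg/ml wells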
phage Ecoli inh: E. coli growth loss with phage present; growth absorbance; inhibition, % at 11.9 µM; hit rate 0.26% among 360,000; AID 651602; in the data active = inhibition above about 11%
HTR5A inv ctr: counter-screen for OPRM1-OPRD1 inverse agonists: human HTR5A inverse agonism; HTR5A cell line, luminescence; inhibition, % at 9.3 µM; hit rate 0.083% among 340,000; AID 504634; P47898; in the data active = inhibition mostly above about 23%, no sharp cut-off; inactive = mostly below about 18%;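 also: 0% = cells with DMSO and 100% = no-cell wells with DMSO; some compounds called inactive have numbers as strong as hits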
PKA-R1A act: activates the PKA-R1A holoenzyme complex; P00514+P68181; PKA-R1A dissociation, Cy5-IP20 fluorescence polarization; scaled: DMSO 0%, 113 µM cGMP 100%; activation, % at 11.4 µM; hit rate 0.083% among 340,000; AID 504707;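 active = percent activation above the mean of all tested compounds plus 3 SD, cut at about 19% in these data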;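 also: higher means more PKAc released from R1A so a rise in polarization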
AddAB inh: less growth of phage-infected E. coli with AddAB; E. coli expressing H. pylori AddAB, absorbance growth; inhibition, % at 11.9 µM; hit rate 0.29% among 330,000; in the data active = inhibition above about 12%;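 also: 0% = vehicle wells of infected cells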
HTR5A ag: activates human HTR5A in OPRM1-OPRD1 agonist counter-screen. P47898. HTR5A agonist assay, luminescence, cell-based. activation, % at 9.3 µM. hit rate 0.61% among 340,000. AID 504692; in the data active = activation mostly above about 9.5%, no sharp cut-off; inactive = mostly below about 7.6%;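 also: 0% = cells with vehicle only and 100% = reference agonist; strong numbers were not always called active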
* = called active by the depositor; nt = not tested or not shown; + = active, no number.

The line under a structure holds: Pemphigus Ab inh, SUMO Mot1 rescue, OPRM1-OPRD1 inv, MOR-DOR ag, PfHsp90 yeast 2, E coli growth, phage Ecoli inh, HTR5A inv ctr, PKA-R1A act, AddAB inh, HTR5A ag
1. O=C(NC(=S)Nc1cccc([N+](=O)[O-])c1)c1ccccc1
 : 99, 26, nt, nt, 4, -0.3, 2.7, nt, nt, -0.4, nt
2. O=C(CNCCCO)Nc1cc(C(F)(F)F)cc(NC(=O)CNCCCO)c1Cl
 : nt, -1, 6, -1.2, -19, 0.7, 3.9, -3, 10, 5.5, -5
3. CC(C)C(=O)NC(NC(=O)C(C)C)c1ccc([N+](=O)[O-])cc1
 : 100, 16, 8, -1.5, -5, -1.2, 4.1, -21, -8, 3.2, 1
4. COc1ccc(C(=O)N(C(C)C)C(C)C)c(OC)c1
 : 112, -6, 5, -0.9, -31, -1.6, 2.2, 14, 9, 1.7, 0
5. COc1ccc(Cl)cc1NC(=O)CSc1nc2sccc2c(=O)[nH]1
 : 99, -10, 18, -3.8, 1, -0.8, 3.8, -1, -2, 3.2, -2
6. CS(=O)(=O)N1CCc2cc(-c3csc(NCC4CCCO4)n3)ccc21 (stereo not given)
 : 104, 2, 13, -2.2, -33, -1.0, -0.2, -32, -8, 0.2, -4
7. Cc1ccc(NC(=O)NC2CCCCC2)cc1Cl
 : 101, -5, -3, 0.5, -3, -1.3, 2.6, -6, -1, -0.1, 1
8. CCCCn1c(N)c(N(CCOC)C(=O)c2cccc(S(=O)(=O)N(CC)c3ccccc3)c2)c(=O)[nH]c1=O
 : 99, 333, 6, -1.0, nt, -1.4, -3.5, -8, 0, 0.5, 3
9. COC(=O)c1ccc(NCC(=O)c2ccccc2)cc1
 : 76, -17, 32, -5.8, 11, -0.4, 2.0, -2, -7, 1.4, 1
10. Cc1sc2nc(CSCC(=O)NC3CCCCC3)[nH]c(=O)c2c1C
 : 104, 345*, 12, -1.8, nt, -0.9, 2.8, 16, -13, 0.8, -6
11. COCCN1C(=O)c2oc3cc(C)c(C)cc3c(=O)c2C1c1ccc(O)cc1 (stereo not given)
 : 95, 0, 17, -3.2, nt, 0.7, 2.6, 21, 2, -0.7, 3
12. CC1CCN(C(C(=O)NC2CCCCC2)c2cc3c(cc2[N+](=O)[O-])OCO3)CC1 (stereo not given)
 : 95, 4, 9, -1.6, -17, -2.1, 2.5, -6, 3, 0.3, 1
13. COc1ccc(NS(=O)(=O)c2ccc3c(c2)N(C(C)=O)CCO3)cc1
 : 96, -14, 5, -1.0, 4, 1.1, 2.1, -4, -2, 2.7, 1
14. Cc1cc(C(F)(F)F)nc(SCC(=O)Nc2cc(C)on2)n1
 : 100, +, 9, -1.7, nt, 1.0, 2.7, -21, -5, -0.5, 0
15. CC(=O)c1ccc(N2CCN(C(=S)NCc3ccco3)CC2)cc1
 : 100, nt, 9, -1.7, -22, 0.8, 2.0, 10, 12, 0.2, -3
16. COc1ccc(-c2nn(-c3ccccc3)cc2C(=O)N(C)CC(=O)Nc2ccccc2Br)cc1
 : 119, nt, 7, -1.6, -14, nt, 3.7, 15, 3, nt, -6
17. CSc1ncc(CN2CCCC(C(=O)Nc3ccc(-c4ccco4)cc3)C2)cn1 (stereo not given)
 : nt, 13, 8, -1.5, 8, -2.3, 1.4, -5, 1, -0.3, 1
18. S=c1[nH]nc(COc2ccccc2)n1-c1ccccc1
 : 82, 3, 2, -0.3, -12, 1.1, 2.8, 5, -8, -1.1, -2
19. COc1ccc2oc(C(=O)NN3C(C)CCCC3C)c(C)c2c1 (stereo not given)
 : 114, -3, 0, -0.1, nt, 0.7, 2.1, 0, 0, 0.4, 0
20. O=C(c1ccc2c3c(cccc13)CC2)C1CCCN(C(=O)c2ccc(=O)[nH]c2)C1 (stereo not given)
 : 96, 21, -6, 1.2, -31, 0.0, 5.2, -35, -12, -1.9, 13*
21. O=C(Nc1nc2ccc([N+](=O)[O-])cc2s1)c1ccc(S(=O)(=O)N2CCCc3ccccc32)cc1
 : 109, -2, 8, -1.6, nt, 0.1, nt, -1, -7, 0.0, -4
22. COc1ccc(S(=O)(=O)N2CCCCC2)cc1NC(=O)c1ccco1
 : 107, -4, 10, -1.9, 11, -3.1, 0.1, 13, -4, -2.2, 1
23. C/C(N)=C(/C#N)C(=O)CSc1nc2scc(-c3ccc(F)cc3)c2c(=O)n1C
 : 104, -2, 8, -1.4, -7, 0.1, 3.5, 18, -4, 4.5, 5
24. O=C(Nc1ccc(Br)cc1)c1ccc(N2C(=O)C3CC=CCC3C2=O)cc1 (stereo not given)
 : 98, 14, 3, -0.6, 3, 2.5, 2.7, -3, 9, 4.2, 1
25. CC1CCCN(C(=O)CNC(=O)c2sc3ccccc3c2Cl)C1 (stereo not given)
 : 96, nt, 0, 0.0, -23, nt, 1.2, 25, -11, nt, 4
26. CCn1nnc(NC(=O)Cc2ccc(Cl)cc2)n1
 : nt, -12, 14, -3.0, 10, 1.3, 1.4, -2, -14, -1.1, 1
27. CN1C(=O)SC(Nc2ccccc2C(=O)O)C1=O (stereo not given)
 : 99, -8, -2, 0.3, 6, 2.8, 2.5, -13, -7, 0.1, 6
28. COC(=O)c1c(NC(C)=O)sc(Cc2ccccc2)c1C
 : 90, -8, -6, 1.0, -16, 1.4, 0.0, -2, -7, 2.2, 0
29. CN1CCN(C(=O)CCCN2C(=O)/C(=C/c3cccc(Br)c3)SC2=S)CC1
 : 96, nt, 5, -0.9, 3, nt, -0.2, 4, -6, nt, -2
30. CCSc1nc(=S)n(CC)c(C)c1C(C)=O
 : 98, -1, 2, -0.4, 23, -2.1, 3.1, -1, -1, -0.3, 0
31. CCOC1(c2ccccc2)CC1C(=O)N/N=C/c1cccc([N+](=O)[O-])c1 (stereo not given)
 : 126, -5, 2, -0.4, 2, -2.4, 1.3, 0, -5, 1.1, 3
32. CCCCCOC(=O)C1=C(C)N(C)C(=O)NC1c1cc(Br)c(O)c(OC)c1 (stereo not given)
 : 112, 879*, 10, -2.4, 2, -1.3, 3.0, -35, -8, 3.5, 14
33. Cc1cc(-n2c(C)cc(C(=O)CSc3nnc4sc5ccccc5n34)c2C)no1
 : 103, 193, 6, -1.0, 26, -4.0, 0.1, 3, 0, 2.1, 3
34. COc1ccc(C(=O)OCC(=O)Nc2sccc2C(N)=O)cc1OC
 : 102, 72, 9, -1.8, -6, -0.7, 2.8, 1, 3, 0.4, 0
35. CC(C)C(OC(=O)CN1C(=O)COc2ccccc21)C(=O)NC1CCCCC1 (stereo not given)
 : nt, 13, 9, -1.5, -4, -1.5, 1.1, -25, -4, 0.1, 9
36. CCCOC(=O)C(=O)NNc1ccccc1
 : 105, 81, 0, 0.0, 6, -0.2, 2.4, -6, -7, 2.5, 2
37. CSCCC(NS(=O)(=O)c1ccccc1F)C(=O)NC(C)c1ccccc1 (stereo not given)
 : 95, -4, 4, -0.9, -9, -4.8, -1.2, 1, -3, -1.9, -1
38. Cc1c(NC(=O)c2cnn3c(C(F)(F)F)cc(-c4ccco4)nc23)c(=O)n(-c2ccccc2)n1C
 : 105, 209, 18, -4.2, -5, -1.5, 3.0, 6, 7, 2.3, -2
39. COc1cccc(OC)c1C(=O)Nc1cccc(-c2ccc3nncn3n2)c1
 : 89, -10, 7, -1.4, 0, -0.6, 1.3, 17, -7, 1.8, 5
40. COc1cccc(NS(=O)(=O)c2ccc(OC)c(OC)c2)c1
 : 105, -5, -2, 0.4, nt, -0.6, 3.5, 6, -1, -1.5, -2
41. O=C(NNC1CC(=O)N(c2ccc(Br)cc2)C1=O)c1ccccn1 (stereo not given)
 : 92, 10, 1, -0.1, 7, -2.3, 6.1, -16, -11, 0.8, 6
42. COC(=O)c1c(C(=O)OC)c(-c2ccccc2)n2c1CS(=O)(=O)C2
 : 105, -8, 13, -2.5, 7, 1.7, 3.2, -13, 1, -0.7, 3
43. O=[N+]([O-])c1cccc(C(=S)N2CCCC2)c1
 : 104, -1, 11, -2.2, 13, 2.2, 1.9, -2, -8, 0.2, 1
44. CCCCOc1ccc(/C=C/C(=O)OCC(=O)NC2CCS(=O)(=O)C2)cc1OCC (stereo not given)
 : 96, -2, -6, 0.9, 9, 3.2, -0.1, 13, 8, 2.6, 9
45. Cc1c(C(=O)N(C)Cc2nc3ccccc3c(=O)[nH]2)oc2ccccc12
 : 94, -8, 5, -1.0, -24, 0.0, 3.9, -21, -4, -0.4, 5
46. Cc1ccc(S(=O)(=O)Nc2cc(C)cn(Cc3ccccc3)c2=O)cc1
 : 107, -23, 8, -1.1, 0, -5.4, -1.8, 9, -22, -2.2, 2
47. COC(=O)c1ccc(NC(=O)c2ccccc2CC[N+](=O)[O-])cc1
 : 100, -19, 18, -3.5, 18, 1.6, 2.7, 8, -12, 0.5, -1
48. CC(NC(=O)CNC(=O)c1cccs1)c1cccc(C(F)(F)F)c1 (stereo not given)
 : 103, 29, 7, -1.8, -24, -3.5, 2.1, -4, 3, -3.4, 2
49. CCOc1cc(S(=O)(=O)N2CCN=C2Cc2ccccc2)ccc1F
 : 99, 1, 13, -1.9, 12, 0.5, 1.8, -18, -1, 0.3, 0
50. O=C(COc1coc(CN2CCN(c3ccccc3F)CC2)cc1=O)NC1CCCCC1
 : 98, -20, -3, 0.5, 9, 0.5, 2.3, -1, 5, 0.0, 5
51. Cc1ccccc1C(=O)N1CCN(c2ccc([N+](=O)[O-])c(NCc3cccnc3)c2)CC1
 : 103, -7, -1, 0.1, 3, 1.5, 3.0, -9, -2, 0.2, 3
52. Cc1cc(Oc2ccccc2)nc(-c2ccccc2)n1
 : 101, 1, -36, 7.0, -23, 0.0, 1.7, -6, -14, 3.5, 1
53. NS(=O)(=O)c1ccc(NCc2ccccc2OCc2ccccc2F)cc1
 : 100, -20, -5, 0.9, -8, 1.1, 0.4, -6, 1, 1.5, 6
54. O=C(CSc1ncn[nH]1)Nc1ccc(Cl)c(Cl)c1
 : 103, 5, 16, -3.1, 0, -2.3, -0.4, 6, -4, -3.3, 8.7*

Screening results (PubChem BioAssay)
